AI-2 QS modul – Vibrio harveyi AI-2 quorum sensing modulators, primary screen, JMH597 strain, luminescence/OD600 ratio | Vibrio harveyi JMH597 AI-2 luminescence/OD600 ratio, 9 h; stronger effect = lower value; strain lacks LuxN and CqsS sensors; 0 = neutral-control median | activity change, % at 7.5 µM | 0.4% of 300,000 active | AID 2094, 2009; in the data active means activity change below about -75%, passing the limit was not always enough;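 further: luminescence divided by OD600 gain over 9 h not by final OD600 alone; inactives centre near 13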
MrgX1 PAM – positive allosteric modulators of MrgX1, primary screen, HEK293 cells, Fluo-4 calcium flux; Mas-related G-protein coupled receptor member X1 (Homo sapiens), Q96LB2; FDSS; stronger effect = higher value; B-score at 10 µM; 0.63% of 310,000 active; AID 588675, 2011;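 active means plate-corrected calcium response at least 3 library SD above typical, normal starting fluorescence, not activating the receptor alone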;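 further: compound read alongside a low EC10 to EC30 dose of BAM8-22 agonist; peak minus trough fluorescence over baseline measured at the second addition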
Target sequence (Q96LB2 whole entry, looked up): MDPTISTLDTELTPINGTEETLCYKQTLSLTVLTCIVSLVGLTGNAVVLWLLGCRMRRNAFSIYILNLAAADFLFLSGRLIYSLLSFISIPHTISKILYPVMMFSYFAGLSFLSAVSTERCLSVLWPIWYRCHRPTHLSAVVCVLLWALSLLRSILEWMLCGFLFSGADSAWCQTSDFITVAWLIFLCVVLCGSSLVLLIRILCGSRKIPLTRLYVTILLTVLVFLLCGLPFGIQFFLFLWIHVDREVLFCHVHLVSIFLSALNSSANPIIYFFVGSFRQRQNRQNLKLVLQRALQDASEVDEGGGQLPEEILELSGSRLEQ
TRPC6 act – mouse TRPC6 channel activators, primary screen, cell-based, HEK293, membrane potential dye | Short transient receptor potential channel 6 (Mus musculus), Q61143 | HEK293-TRPC6 membrane potential dye fluorescence; stronger effect = higher value | 0.13% of 310,000 active | AID 2550, 2010 | B-score at 10 µM;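 active means B-score of the integrated fluorescence ratio above library mean plus 3 SD, and starting fluorescence ratio within library mean plus 5 SD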;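 further: higher score means more depolarization so channel activation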
TRPC4 inh – inhibitors of mouse TRPC4 channel, primary screen, Fluo4 calcium, HEK293 TRPC4beta/mu-opioid cells; DAMGO-evoked Fluo4 calcium flux; stronger effect = lower value; Short transient receptor potential channel 4 (Mus musculus), Q9QUQ5; B-score at 10 µM; 0.39% of 300,000 active;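 active means B-score over 3 SD under the library average, no early fluorescence shift, positive overall ratio signal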
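material = TRPC4beta/mu-opioid receptor HEK293 cell line | probe or stimulus = sequential submaximal and maximal DAMGO stimulation | compound dosing = one concentration per compound | measured by = Fluo4 Ca2+ flux fluorescence | evaluation = integrated fluorescence ratio relative to baseline, converted to per-well B score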
MrgX1 antag – antagonists of human MrgX1 receptor, primary screen, HEK293 cells, Fluo-4 calcium flux; 1.3% of 310,000 active; B-score at 10 µM; Mas-related G-protein coupled receptor member X1 (Homo sapiens), Q96LB2; BAM8-22 antagonism; stronger effect = lower value;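 active means calcium-response B-score plate-corrected more than 3 library SD below zero, starting fluorescence within 5 deviations, no agonist response on first addition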;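 further: peak minus trough fluorescence over baseline after final BAM8-22 challenge near maximal dose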
TRPC4 act – activators of mouse TRPC4 channel, primary screen, Fluo4 calcium, HEK293 TRPC4beta/mu-opioid cells. 0.49% of 310,000 active. Short transient receptor potential channel 4 (Mus musculus), Q9QUQ5. Fluo4 calcium fluorescence; stronger effect = higher value. B-score at 10 µM. AID 2237, 2010;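 active means B-score above 5 SD of library B-scores, and initial fluorescence ratio not above library mean plus 5 SD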;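 further: positive B-score marks a calcium rise read as TRPC4 activation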
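Material: HEK293 stable line with TRPC4beta plus mu-opioid receptor; technique: Fluo4 calcium-sensitive dye fluorescence, kinetic, 1 Hz baseline; timing: Fluo4 dye loading 45 min at room temperature, 110 s recording; controls: assay buffer as low control, maximal DAMGO as high control; read-out: integrated baseline-normalised fluorescence ratio, converted to per-well B score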
HIF activator – HIF pathway transcriptional activators, primary screen, cell-based, U2OS HRE-luciferase, luminescence; U2OS HRE-luciferase reporter; normalized: DMSO 0%, desferrioxamine 100%; activation, % at 7.5 µM (by protocol); 0.32% of 300,000 active;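 active means mean activation of at least 10% of the iron chelator positive control signal, with at least half of replicates also reaching 10%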
MrgX1 ag – agonists of human MrgX1 receptor, primary screen, HEK293 cells, Fluo-4 calcium flux | Mas-related G-protein coupled receptor member X1 (Homo sapiens), Q96LB2 | Fluo-4 calcium fluorescence, agonist mode; stronger effect = higher value | B-score at 10 µM | 0.44% of 310,000 active;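 active means calcium response B-score plate-corrected fluorescence ratio at least 3 library SD, with starting fluorescence B-score inside 5 SD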
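Test system: HEK293 cells stably expressing human MrgX1 receptor; Input: fifteen thousand cells per well; Dosing: compound delivered in addition one of three; Schedule: overnight seeding, then 1 h dark dye loading; Technique: Fluo-4 NW calcium fluorescence; Measure: B-scored fluorescence response ratio; Controls: positive and negative controls per plate.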
PolyA inhibitor – polyadenylation inhibitors in yeast reporter cells, primary screen, luminescence, S. cerevisiae | S. cerevisiae SKY197-pL101 polyadenylation reporter, beta-gal luminescence; efflux-impaired pdr1/pdr3 knockout yeast; score 100 = 6 SD above DMSO | AID 1875, 2009 | calls only at 12 µM | 0.02% of 300,000 active;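 active means lowest replicate activity score at least 50, where 100 means six control SD above control mean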;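 further: yeast exposed to compound for 9 h at 30 °C; higher score means more reporter readthrough which indicates perturbed polyadenylation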
TRPC4 potent – positive allosteric modulators of TRPC4, primary screen, cell-based, mouse TRPC4beta, HEK293 mu-opioid, Fluo-4 calcium. Short transient receptor potential channel 4 (Mus musculus), Q9QUQ5. DAMGO EC20, Fluo-4 Ca2+ flux; stronger effect = higher value. B-score at 10 µM. 0.42% of 310,000 active. AID 2227, 2009;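 active means B-score of calcium response area above 5 SD of library B-scores, with initial fluorescence ratio within 5 SD of library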;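 further: B-score of integrated fluorescence ratio over time as area under calcium response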
TRPC6 inhibitor – mouse TRPC6 channel inhibitors, primary screen, cell-based, HEK293, membrane potential dye; Short transient receptor potential channel 6 (Mus musculus), Q61143; ACh-evoked depolarization; stronger effect = lower value; B-score at 10 µM; 1.1% of 310,000 active; AID 2553, 2010;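 active means B-score under library mean minus 3 SD, initial fluorescence not abnormally high, positive integrated signal ratio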;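 further: B-score derived from integrated fluorescence ratio over the kinetic read; more negative B-score means stronger inhibition of depolarization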
* hit, by the source's call; i = inactive; . = no result given. Not all compounds are listed; count on the stated rates, not on these rows.

SMILES	AI-2 QS modul	MrgX1 PAM	TRPC6 act	TRPC4 inh	MrgX1 antag	TRPC4 act	HIF activator	MrgX1 ag	PolyA inhibitor	TRPC4 potent	TRPC6 inhibitor
CCOC(=O)c1c(C)n(C)c2ccc(OCC(O)CNC(CC)CO)cc12 (configuration not stated)	10	i	i	i	i	i	-0.6	i	i	i	i
O=C(NC1CCCC1)c1cccc(Cn2cc([N+](=O)[O-])cn2)c1	12	i	i	i	i	i	-0.1	i	i	i	i
O=C(CCCCCN1C(=O)CCC1=O)Nc1ccc2c(c1)OCO2	4	i	i	i	i	i	0.6	i	i	i	i
Cc1ccc(C)c(SCC(=O)OCC(=O)NCc2ccccc2)c1	12	i	i	i	i	i	-0.1	i	i	i	i
O=C(CCN1C(=O)/C(=C/c2ccccc2Cl)SC1=S)NNC(=O)c1ccccc1O	31	i	i	i	i	i	0.0	i	i	i	i
CCOc1cc(N2CCOCC2)c(OCC)cc1NC(=O)c1ccc(OC(C)C)cc1	14	i	i	i	i	i	0.0	i	i	i	i
Cc1ccc(CC(=O)Nc2cccc(C#N)c2)cc1	-1	i	i	i	i	i	0.0	i	i	i	i
CN(C(=O)CSc1cc(C(=O)c2nccn2C)c2ccccc2n1)c1ccccc1	6	i	i	i	i	i	0.4	i	i	i	i
COc1ccc2nc(Nc3nc(CSc4nc5ccccc5[nH]4)cc(=O)[nH]3)nc(C)c2c1	12	i	i	i	i	i	1.0	i	i	i	i
Cc1cccc(C(=O)NCC(=O)OCC(=O)N2CC3(C)CC2CC(C)(C)C3)c1 (configuration not stated)	19	i	i	i	i	i	-0.5	i	i	i	i
O=S(=O)(c1ccccc1)N1CCN(C(c2ccccc2)c2ccc(OC(F)(F)F)cc2)CC1 (configuration not stated)	25	i	i	i	i	i	-22	i	i	i	i
O=c1[nH]c2ccccc2nc1-c1c[nH]c2ccccc12	12	i	i	i	i	i	2.3	i	i	i	i
Cc1nc(C)c(C(=O)N/N=C/c2cc(Br)ccc2O)s1	36	i	i	i	i	i	29*	i	i	i	i
CCCCNC(=O)COC(=O)c1cc(F)c(F)cc1Cl	-6	i	i	i	i	i	-0.3	i	i	i	i
CC(C)c1ccc(S(=O)(=O)N2CCN(C(=O)c3ccc(N4CCCC4)c([N+](=O)[O-])c3)CC2)cc1	24	i	i	i	i	i	-0.6	i	i	i	i
CCn1nc(C(=O)OCC(=O)c2ccc(F)cc2)c2ccccc2c1=O	19	i	i	i	i	i	-0.2	i	i	i	i
COc1cccc(C(=O)NNC2OC(CO)C(O)C2O)c1 (configuration not stated)	4	i	i	i	i	i	0.6	i	i	i	i
COc1ccc(C(=O)OCC(=O)NC(C)CCc2ccccc2)c(OC)c1 (configuration not stated)	3	i	i	i	i	i	-0.3	i	i	i	i
O=C(c1cccs1)N(Cc1ccco1)Cc1cc2ccccc2[nH]c1=O	31	i	i	i	i	i	-0.2	i	i	i	i
O=C1CC2(CCN(C(=O)c3cccc(F)c3)CC2)Oc2ccccc21	26	i	i	i	i	i	-0.1	i	i	i	i
CCCC(C(=O)Nc1ccc(S(=O)(=O)Nc2ncccn2)cc1)c1ccccc1 (configuration not stated)	19	i	i	i	i	i	-0.2	i	i	i	i
CCCCSc1nnc(CSc2nc3nc(C)cc(C)n3n2)o1	31	i	i	i	i	i	.	i	i	i	i
COc1ccc(S(=O)(=O)N(CC(=O)O)Cc2ccccc2)cc1OC	11	i	i	i	i	i	-46	i	i	i	i
COCCn1cnc2c1c(=O)n(Cc1ccccc1C#N)c(=O)n2Cc1ccccc1	9	i	i	i	i	i	-0.3	i	i	i	i
COC(=O)c1c(NC(=O)c2ccoc2C)sc(C)c1C	23	i	i	i	i	i	0.0	i	i	i	i
CCn1nc(C(=O)OC(C(=O)c2c[nH]c3ccccc23)c2ccccc2)c2ccccc2c1=O (configuration not stated)	33	i	i	i	i	i	0.0	i	i	i	i
CCN1C(=O)[C@H]2[C@@H](c3ccc(-c4cccc(Cl)c4)cc3)N[C@@](Cc3ccccc3)(C(=O)OC)[C@H]2C1=O	36	i	i	i	i	i	-0.8	i	i	i	i
COc1cc(C(=O)Nc2ccc3c(c2)nc(C)n3C)cc(OC)c1OC	37	i	i	i	i	i	-0.1	i	i	i	i
O=C(Nc1ccccc1C(=O)N1CCCC1)c1cccc(S(=O)(=O)N2CCCCCC2)c1	15	i	i	i	i	i	-0.3	i	i	i	i
O=C(C1CCN(S(=O)(=O)Cc2ccccc2)CC1)N1CCN(c2ncccn2)CC1	13	i	i	i	i	i	-1.5	i	i	i	i
O=C(O)c1ccccc1SCc1cn2cc(Cl)ccc2n1	10	i	i	i	i	i	-0.1	i	i	i	i
CCCc1cc(C(=O)Nc2ccc(C(=O)c3ccccc3)cc2)n(C)n1	30	i	i	i	i	i	-0.1	i	i	i	i
O=C(N/N=C/c1ccccn1)c1ccc([N+](=O)[O-])cc1Cl	11	i	i	i	i	i	0.2	i	i	i	i
Cc1sc2ncnc(SCC(=O)NC(C)(C)C)c2c1C	21	i	i	i	i	i	0.1	i	i	i	i
COCCN(Cc1cc2cc(C)c(C)cc2nc1Cl)C(=O)Nc1ccccc1	4	i	i	i	i	i	-0.2	i	i	i	i
O=C(Oc1ccccc1)N(c1ccccc1)c1ccccc1	8	i	i	i	i	i	-0.6	i	i	i	i
CCN(CC)C(=O)c1ccc2c(c1)nnn2C	5	i	i	i	i	i	0.2	i	i	i	i
COc1cc(NC(=O)c2ccc(F)cc2)c(OC)cc1NC(=O)CN1CCCCC1	4	i	i	i	i	i	2.2	i	i	i	i
CC(=O)Oc1ccc(OC(C)=O)c(SCCCCCCl)c1	-2	.	i	i	.	i	1.5	.	i	i	i
C/C(=N\NC(=O)c1c(Br)c(C)nn1C)c1ccc(NC(=O)c2ccoc2C)cc1	9	i	i	i	i	i	1.9	i	i	i	i
O=C(CCC(=O)Nc1ccc(F)cc1)N/N=C/c1c[nH]c2ccccc12	5	i	i	i	i	i	0.1	i	i	i	i
COc1ccc(OCc2cc(C(=O)N(C)Cc3cc(C4CC4)n[nH]3)no2)c(Cl)c1	31	i	i	i	i	i	2.5	i	i	i	i
CCOc1ccccc1N(CC(=O)NC1CCCC1)C(=O)CCC(=O)Nc1cc(C)on1	18	i	i	i	i	i	-0.3	i	i	i	i
O=C(Nc1cccc(C(=O)NC2CCCCC2)c1)c1ccccc1	20	i	i	i	i	i	-0.1	i	i	i	i
O=C(Nc1ccc(-c2nnc(-c3ccco3)o2)cc1)C(c1ccccc1)c1ccccc1	8	i	i	i	i	i	0.0	i	i	i	i
CC(C)(C)C(O)C(Cc1ccccc1Cl)n1cncn1 (configuration not stated)	4	i	i	i	i	i	0.3	i	i	i	i
Cc1ccccc1OCC(=O)O/N=C(\N)Cc1ccc(Cl)cc1	3	i	i	i	i	i	0.0	i	i	i	i
O=c1[nH]c(/C=C/c2cccc(Br)c2)nc2ccccc12	5	i	i	i	i	i	4.2	i	i	i	i
N#Cc1ccc(CSc2nnc(-c3cccnc3)n2-c2ccccc2)cc1	16	i	i	i	i	i	-0.4	i	i	i	i
CCn1cc(-c2cc(C(=O)O)on2)c(C)n1	25	i	i	i	i	i	0.4	i	i	i	i

(listing goes on)
SMILES	AI-2 QS modul	MrgX1 PAM	TRPC6 act	TRPC4 inh	MrgX1 antag	TRPC4 act	HIF activator	MrgX1 ag	PolyA inhibitor	TRPC4 potent	TRPC6 inhibitor
Cc1ccc2c(c1)C(=O)CC1(CCCC1)O2	11	i	i	.	i	i	0.1	i	i	i	i
Cn1cc(CNC(=O)C2CCC(=O)N(Cc3ccc(Cl)cc3)C2)cn1 (configuration not stated)	22	i	i	i	i	i	0.0	i	i	i	i
COc1ccc(NC(=O)C(c2ccc(Cl)cc2)C(C)C)cn1 (configuration not stated)	-13	i	i	i	i	i	-0.5	i	i	i	i
COc1ccc(S(=O)(=O)O/N=C2\CCCc3ccccc32)cc1	8	i	i	i	-4.7*	i	-1.8	i	i	i	i
O=C(CCS(=O)(=O)c1ccccc1)Nc1ccccc1F	1	i	i	i	i	i	0.3	i	i	i	i
CC1(C)CC(=O)c2sc(N3CCCCC3)nc2C1	12	i	i	i	i	i	1.3	i	i	i	i
COC(=O)c1ccc(CNS(=O)(=O)c2ccc3ccccc3c2)cc1	6	i	i	i	i	i	-0.4	i	i	i	i
Cc1ccc2oc(=O)cc(CN3CCOCC3)c2c1	20	i	i	i	i	i	-0.5	i	i	i	i
Cc1cccc(NC(=O)C(=O)NCc2ccc3c(c2)OCO3)c1C	12	i	i	i	i	i	0.5	i	i	i	i
CC(=O)c1c(C)[nH]c(C(=O)Nc2ccc(C)c(S(=O)(=O)Nc3ccc(C)cc3C)c2)c1C	13	i	i	i	i	i	1.0	i	i	i	i
COc1ccccc1NC(=O)c1sc2ncn(CC(=O)N3CCC(C)CC3)c(=O)c2c1C	15	i	i	i	i	i	-0.4	i	i	i	i
Cc1cccc(Oc2cc(NC(=O)c3ccccc3)cc([N+](=O)[O-])c2)c1	-4	i	i	i	i	i	-0.6	i	i	i	i
Cc1ccnc(NC(c2ccccc2O)c2oc(CO)cc(=O)c2O)c1 (configuration not stated)	-1	i	i	i	i	i	0.1	i	i	i	i
